Screening results: PubChem BioAssay, National Center for Advancing Translational Sciences (NCATS)
GALK inhibitor: qHTS Assay for Inhibitors of Human Galactokinase (GALK): NCGC Sytravon Library Screen. Potency, µM (doses to about 57.5 µM), inactives show at the highest dose activity, negative = inhibition, usual class: inhibitors. P51570. 44,000 tested, under 10 active. recombinant GALK, Kinase-Glo ATP luminescence, 1 h;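 further: plate controls were full GALK reaction for no effect and reaction lacking GALK for full effect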
Target sequence (P51570 whole entry, looked up): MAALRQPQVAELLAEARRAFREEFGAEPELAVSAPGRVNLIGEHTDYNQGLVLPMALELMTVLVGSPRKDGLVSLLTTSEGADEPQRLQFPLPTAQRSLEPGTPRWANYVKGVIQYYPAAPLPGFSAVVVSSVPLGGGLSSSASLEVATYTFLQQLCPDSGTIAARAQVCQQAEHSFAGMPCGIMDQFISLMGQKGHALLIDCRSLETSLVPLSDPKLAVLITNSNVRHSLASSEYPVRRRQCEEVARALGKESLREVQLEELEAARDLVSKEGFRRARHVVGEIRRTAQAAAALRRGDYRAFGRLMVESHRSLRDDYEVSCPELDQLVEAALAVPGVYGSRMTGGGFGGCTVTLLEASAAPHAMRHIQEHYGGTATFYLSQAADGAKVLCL
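5 nM GALK; 35 uM ATP; 100 uM D-galactose; 20 mM HEPES pH 8.0, 5 mM MgCl2, 60 mM NaCl, 1 mM DTT, 0.01% BSA; 1 h RT; Kinase-Glo Plus luminescence.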
PTAP-TSG101 blk: qHTS Validation Assay for Inhibitors of HIV-1 Budding by Blocking the Interaction of PTAP/TSG101: Sytravon Library Screen. Potency, µM (series often up to 115 µM), for the others: at the top dose activity change, negative = inhibition, actives largely listed as inhibitors. Tumor susceptibility gene 101 protein (Homo sapiens), Q99816. 44,000 tested, under 10 active. Fluorescence polarization, FITC-PTAP peptide/Tsg101, 20 min; further: potency means the concentration at half of the fitted maximal effect; 0% is about no effect
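Compounds pinned into 10 uM Tsg101 binding domain, then 50 nM FITC-PTAP peptide added in pH 7.5 HEPES buffer; FP read after 20 min, room temperature. Total S+P intensity flags fluorescent compounds; active cut-off <25 µM, efficacy <60%.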
FH mod: Identification of activators of human fumarate hydratase by quantitative high-throughput screening. Fumarate hydratase, mitochondrial (Homo sapiens), P07954. FH coupled MDH/diaphorase resazurin fluorescence, 15 min. hit rate 0.22% among 54,000. Potency, µM (titrated, usually from 79.9 µM), without a hit: at the highest dose activity change, negative = inhibition, most hits filed as inhibitors; further: potency means the concentration at half of the fitted maximal effect; on the % scale 0 is the no-effect control and ±100 the full control effect; the screen sought activators but most active calls are inhibition curves; nearly all actives have a fitted effect of over 45% in size
Target sequence (P07954 whole entry, looked up): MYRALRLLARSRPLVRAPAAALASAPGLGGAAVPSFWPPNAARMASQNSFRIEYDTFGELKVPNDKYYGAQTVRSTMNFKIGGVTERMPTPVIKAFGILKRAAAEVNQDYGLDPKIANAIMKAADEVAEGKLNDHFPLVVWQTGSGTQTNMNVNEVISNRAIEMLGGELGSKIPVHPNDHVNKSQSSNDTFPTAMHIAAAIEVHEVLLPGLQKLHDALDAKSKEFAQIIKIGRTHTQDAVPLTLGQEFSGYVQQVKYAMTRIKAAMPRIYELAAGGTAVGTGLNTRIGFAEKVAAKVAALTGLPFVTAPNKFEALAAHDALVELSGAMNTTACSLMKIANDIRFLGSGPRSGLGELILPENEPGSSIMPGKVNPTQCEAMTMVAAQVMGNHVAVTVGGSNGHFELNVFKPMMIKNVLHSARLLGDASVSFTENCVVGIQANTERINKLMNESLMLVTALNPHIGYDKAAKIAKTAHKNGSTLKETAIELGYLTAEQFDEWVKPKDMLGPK
NTMT1 inhibitor: Primary qHTS for Inhibitors of N-terminal methyltransferase 1 (NTMT1): MTaseGlo Assay; N-terminal Xaa-Pro-Lys N-methyltransferase 1 (Homo sapiens), Q9BV86; NTMT1 MTase-Glo SAH luminescence, purified enzyme; Potency, µM (titrated, usually from 114 µM), for inactives: at the highest dose activity change, negative = inhibition, most hits filed as inhibitors; hit rate 2.5% among 59,000; AID 1645870, 2021;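 further: potency means the concentration at half of the fitted maximal effect; plate controls were DMSO vehicle for no effect and no enzyme for full effect; nearly all actives have a fitted effect of over 65% in size; many of its hits are not listed in these tables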
B2AR arrestin ag: qHTS assay of beta-arrestin-biased ligands of beta2-adrenergic receptor: NCGC Sytravon Library Screen; HTLA Tango cells, beta-arrestin recruitment, luciferase luminescence, 18 h; AID 1347077, 2019; Potency, µM (titrated, usually from 46.1 µM), without a hit: at the top dose activation, usual class: activators; 44,000 tested, under 10 active;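 further: potency means the concentration at half of the fitted maximal effect; 0% = DMSO and full agonism = EC100 isoproterenol or metaproterenol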
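Tango cells (recombinant beta2-AR, beta-arrestin, tTA-driven luciferase), 1500/well in DMEM 1% FBS, treated 18 h at 37 °C with compounds up to 46 µM; luciferin mix added, luminescence read after 15 min; %activity curves fitted and curve-classed.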
p53null 32C kill: qHTS Screen for Compounds that Selectively Target Cancer Cells with p53 Mutations: Cytotoxicity of p53 Null Cells at the Permissive Temperature. H1299-neo p53 null cells, ATP luminescence, 24 h, 32C. Potency, µM (series often up to 46.1 µM), inactives show at the top dose activity change, negative = cytotoxicity, usual class: cytotoxic. AID 903, 2007. hit rate 0.62% among 55,000;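 further: potency means the concentration at half of the fitted maximal effect; 0% = DMSO only and -100% = full killing by 100 µM tamoxifen; nearly all actives have a fitted effect of over 55% in size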
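Overnight 37C seeding (600 cells/well) of H1299-neo preceded a 24 hr, 32C exposure to compounds up to 46 uM. ATP levels, read by luminescence after 20 min at RT, indicated surviving cells.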
p53null 39C kill: qHTS Screen for Compounds that Selectively Target Cancer Cells with p53 Mutations: Cytotoxicity of p53 Null Cells at the Nonpermissive Temperature; H1299 p53-null (neo) cells, 39C, ATPlite viability, 24 h; Potency, µM (doses to about 46.1 µM), inactives show at the highest dose activity, negative = cell killing, most hits filed as cytotoxic; hit rate 0.97% among 55,000; AID 904, 2007;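 further: potency means the concentration at half of the fitted maximal effect; 0% = DMSO only and -100% = full killing by 100 µM tamoxifen; nearly all actives have a fitted effect of over 50% in size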
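H1299 lung cancer cells, p53-null (H1299-neo) or expressing p53 A138V (H1299-p53A138V), were plated overnight at 37C, then exposed to compounds at up to 46 uM for 24 hr at 39C. Viability was read by ATP-based luminescence.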
The depositor's hits bear a star; ? = inconclusive; · = not tested or not shown; & = joins results of further samples; [ ] = remark or other dose. The call rests on the fitted dose curve; in most records, active means well fitted curve in the direction sought with a large enough effect; inconclusive means small, poorly fitted or top-dose-only effect, or another doubt; inactive means no such curve, though single readings can be large; an effect the other way counts as inactive or inconclusive.

Molecule	GALK inhibitor	PTAP-TSG101 blk	FH mod	NTMT1 inhibitor	B2AR arrestin ag	p53null 32C kill	p53null 39C kill
Cc1c(C(=O)N2CCOCC2)oc2c1-c1nn(CC(=O)NCc3ccccc3)cc1CC2	1.0%	-8.4%	11.9%	2.1%	0.2%	-4.8%	-2.9%
COCCNC(=O)CCn1c(=O)c2cc(OC)c(OC)cc2n(CC(=O)Nc2ccccc2OC)c1=O	4.9%	-13.3%	-14.1%	-2.8%	0.1%	1.0%	-4.3%
CC(C)C(=O)Nc1nc2c(s1)CC(C(C)(C)C)CC2 (configuration not stated)	?	-0.2%	-26.0%	79.4µM*	-2.5%	-6.6%	11.2%
CCc1ccc2oc(-c3cccc(NC(=O)C(C)(C)Oc4ccc(Br)cc4)c3)nc2c1	2.7%	4.9%	-6.6%	7.1%	0.4%	0.0%[9.22 µM]	-10.6%
CCCC(=O)N1c2ncnn2C2(CCCCC2)[C@@H]2CCCC[C@@H]21	2.0%	-6.3%	4.3%	-0.9%	-4.4%	4.4%	8.8%
O=c1oc2ccc3ccccc3c2cc1-c1nnc(Nc2cc(C(F)(F)F)ccc2Cl)s1	0.9%	-0.2%	13.1%	4.3%	-2.2%	-5.9%	-9.0%
Cc1cc(C)cc(OCC(=O)Nc2nonc2-c2ccc(Br)cc2)c1	1.9%	-5.0%	6.7%	4.3%	-0.1%	1.6%	42.5%[activator]
CCCCn1c(=O)n(-c2cc(OC)ccc2OC)c(=O)c2c3c(sc21)CN(C(C)=O)CC3	7.2%	-8.0%	7.7%	-9.4%	-1.5%	-7.8%	-17.3%
Cc1ccc(Cl)cc1N1CCN(S(=O)(=O)c2ccc3c(c2)CCCN3C(=O)C2CCC2)CC1	-1.4%	-0.1%	-27.0%	-3.9%	0.1%	-2.8%	16.4%
COc1ccc2c(c1)Cc1sc(NC(=O)c3cccc(F)c3)nc1-2	0.0%	-0.2%	7.7%	-3.9%	0.7%	-8.5%	-24.5%
Cc1cc(Nc2cccc(C(F)(F)F)c2)nc2ccc(NC(=O)c3ccc(N(C)C)cc3)cc12	?	-0.2%	?	7.1%	0.9%	-2.0%	16.3%
CCCCNC(=O)c1ccccc1NC(=O)CN(c1ccccc1)S(=O)(=O)N(C)C	2.3%	-5.8%	1.8%	0.9%	0.4%	10.1%	-14.7%
Cc1cc2[nH]c(=O)c(=O)[nH]c2cc1S(=O)(=O)N1CCN(c2cccc(C)c2C)CC1	0.8%	-0.9%	-14.3%	?	0.0%	-2.2%	-7.0%
CCN(CC)c1ccc(NC(=O)CSc2nnc(C)c(=O)[nH]2)cc1	-11.6%	0.4%	-16.4%	-0.4%	-0.6%	-18.8%	2.2%
COc1ccccc1NC(=O)CSc1nnc2c3ccccc3n(C(C)C)c2n1	2.1%	-10.6%	?	7.2%	-1.8%	31.9%[activator]	38.2%[activator]
COc1ccccc1-c1nc(CNC(=O)NC2CCCCC2)c(C)o1	-3.4%	-0.2%	-14.6%	0.9%	1.4%	-2.7%	-2.8%
CCOC(=O)c1cc(-c2ccccc2)n(CCCC(=O)Nc2ccc(C)cc2C)c1C	-1.9%	1.4%	-7.8%	-4.4%	-1.4%	-4.1%	21.3%
COc1cccc2sc(N(Cc3cccnc3)C(=O)Cc3ccccc3)nc12	-0.6%	1.1%	-16.6%	13.5%	-1.5%	-2.3%	24.0%
COc1ccc(-c2nn(-c3ccc(F)cc3F)c3c2cnc2ccc(F)cc23)cc1	-3.8%	-0.5%	8.2%	-3.7%	0.9%	-10.6%	4.7%
O=C(CSc1nc2ccccc2n1Cc1ccccc1Cl)NCc1ccccc1	3.4%	1.8%	?	12.0%	0.6%	31.5%[activator]	13.8%
CSc1ncc(C(=O)NCc2ccc(C)cc2)c(C)n1	3.8%	2.4%	-18.5%	1.5%	-0.3%	7.5%	-3.9%
O=C(c1ccccc1Br)N1CCC(c2nc3ccccc3o2)CC1	-0.3%	0.4%	-1.0%	-12.3%	-2.6%	-2.4%	-14.4%
COc1ccc(N2CCN(C(=O)C3CCN(c4nc5ccc(C)cc5[nH]4)CC3)CC2)cc1	-3.6%	1.2%	-3.7%	-28.9%	0.0%	-4.1%	-5.5%
COCCCn1c(=N)c(C(=O)NC2CCCCC2)cc2c(=O)n3ccccc3nc21	3.6%	-4.8%	-1.3%	-3.8%	0.8%	-5.0%&-0.8%	18.6%&-5.5%
CCn1cc2nc(SCc3cccc(C(F)(F)F)c3)n(Cc3ccc(Cl)cc3)c(=O)c2n1	0.0%	1.9%	?	4.2%	-0.5%	5.1%	30.7%[activator]
CCN1c2ccccc2-c2nc(SCC(=O)Nc3cc(F)ccc3F)ncc2S1(=O)=O	-0.7%	-3.0%	-17.8%	8.2%	-0.9%	-2.5%	-2.0%
Cc1ccc(NC(=O)c2ncn(-c3ccccc3)n2)c(Cl)c1	-6.0%	-5.3%	-0.4%	-4.1%	-1.5%	-18.5%	-26.9%
O=C(c1ccc(Cl)cc1)N1CCC(c2ccncc2)CC1	-2.1%	0.1%	4.7%	-5.3%	-2.3%	1.5%	4.9%
Cc1ccc(N2CC(C(=O)NCc3nnnn3-c3ccc(C)c(C)c3)CC2=O)cc1C (configuration not stated)	1.6%	2.6%	-10.5%	9.6%	2.1%	9.1%	9.4%
O=C(c1noc2c1CCCCC2)N1CCN(c2cccc(C(F)(F)F)c2)CC1	0.2%	-2.2%	-25.5%	0.8%	-0.2%	16.1%	-7.9%

Limited to PTAP-TSG101 blk and GALK inhibitor (three entries from above):
Molecule	PTAP-TSG101 blk	GALK inhibitor
CCn1cc2nc(SCc3cccc(C(F)(F)F)c3)n(Cc3ccc(Cl)cc3)c(=O)c2n1	1.9%	0.0%
CSc1ncc(C(=O)NCc2ccc(C)cc2)c(C)n1	2.4%	3.8%
Cc1ccc(N2CC(C(=O)NCc3nnnn3-c3ccc(C)c(C)c3)CC2=O)cc1C (configuration not stated)	2.6%	1.6%

Carrying on.
Molecule	GALK inhibitor	PTAP-TSG101 blk	FH mod	NTMT1 inhibitor	B2AR arrestin ag	p53null 32C kill	p53null 39C kill
CCOc1ccc(NC(=O)c2oc3ccccc3c2NC(=O)c2cc(C)cc(C)c2)cc1	8.7%	-1.8%	-18.6%	19.0%	0.6%	?	-6.4%
Cc1ccc(CNC(=O)c2oc3c(c2C)-c2nn(Cc4ccc(Cl)cc4)cc2CC3)cc1	-8.3%	-1.5%	-26.8%	-0.2%	0.2%	16.4%	-19.6%
Cc1ccc(CN2CCC(CNC(=O)Nc3ccc(C)c(C)c3)C2)cc1 (configuration not stated)	-4.3%	-0.8%	-8.0%	-21.4%	-1.5%	13.1%	-18.9%
CCC(=O)N1CCc2cc(Br)cc(S(=O)(=O)Nc3ccc(C)cc3C)c21	-0.1%	-1.2%	?	-0.2%	4.2%	10.3%	-7.4%
Cc1ccc(C)c(OC(=O)CSc2nnc(-c3cccs3)o2)c1	-9.6%	0.6%	-4.0%	2.7%	-2.9%	3.4%	-1.1%
CCn1cc(C(=O)NCCCN(CC(C)C)CC(C)C)c(=O)c2cc(S(=O)(=O)N3CCc4ccccc4C3)ccc21	8.8%	-3.2%	-9.4%	-0.4%	0.8%	3.5%	29.3%
Cc1ccc(NC(=O)c2nc(S(C)(=O)=O)ncc2N(Cc2ccco2)Cc2ccccc2F)c(C)c1	0.9%	-0.9%	-8.6%	-0.1%	-4.2%	-0.8%	7.4%
CCOC(=O)c1cccc(NC(=O)CC(c2ccc(F)cc2)N2Cc3ccccc3C2=O)c1 (configuration not stated)	-2.9%	2.4%	·	·	1.0%	-3.5%	21.0%
CCCOc1ccc(CNC(=O)C(C)n2nc(C)n3c(cc4occc43)c2=O)cc1 (configuration not stated)	-9.7%	-3.4%	3.6%	-20.9%	0.6%	-2.0%	2.3%
Cc1cc(OC(C)C(=O)N(Cc2ccco2)Cc2ccccc2F)cc(C)c1Cl (configuration not stated)	-0.4%	-0.1%	-24.5%	10.9%	1.1%	17.0%	-2.4%
O=C(Nc1c(C(=O)N2CCN(c3ccccc3F)CC2)oc2ccccc12)c1ccc(Br)o1	-10.3%	-4.5%	-5.8%	3.4%	-1.1%	6.9%	23.3%
CCc1ccc(NC(=O)Cn2c(=O)c(-c3ccccc3NC(C)=O)nc3ccccc32)cc1	2.5%	-5.5%	5.6%	-14.4%	-2.6%	3.3%	1.1%
COc1ccc(Br)cc1C(=O)Nc1nc2ccc(F)cc2s1	7.1%	3.9%	-3.6%	-0.9%	-2.0%	13.1%	-16.3%
Cc1ccc(NC(=O)CSc2nc3n[nH]c(C)c3c(=N)n2-c2ccccc2C)cc1C	-2.2%	3.4%	23.0%	-5.0%	-1.9%	-6.7%	13.0%
CCCCOc1ccc(C2C(=O)N(C3CCCCC3)CC(=O)N2CCCC)cc1 (configuration not stated)	-5.7%	-4.7%	-9.7%	0.3%	-1.7%	-7.6%	19.1%
Cc1ccccc1NC(=O)Cn1c(=O)n(CCC(=O)N2CCc3ccccc3C2)c(=O)c2ccccc21	-14.1%	-6.2%	-26.8%	0.3%	0.3%	3.2%	6.7%
O=C(CN(c1ccc(Cl)c(C(F)(F)F)c1)S(=O)(=O)c1ccccc1)Nc1cccnc1	0.0%	-5.5%	-14.5%	-3.0%	0.7%	11.3%	-1.0%
CCN1CCN(c2ncc3c(n2)CCN(Cc2sccc2C)C3)CC1	-1.9%	-8.3%	-16.9%	-5.0%	0.1%	4.8%	4.4%
CCCCOCc1cc(CN2CCN(c3cccc(Cl)c3)CC2)c(O)c2ncccc12	0.2%	-4.0%	10.5%	14.3%	9.5%	6.7%	-6.9%
COc1ccc(CNC(=O)CCCN2C(=O)CSc3c2c(C)nn3-c2ccccc2)cc1	-1.0%	0.0%	?	2.1%	-0.9%	3.6%	2.9%

Only part of the results is shown; count on the stated rates, not on these rows.
